# EBI2 block – blocks human EBI2 receptor beta-arrestin signaling. P32249. EBI2 beta-arrestin recruitment, luminescence, 7a,25-OHC stimulated. inhibition, % at 5 µM. 0.81% of 360,000 active; in the data active = inhibition above about 38%;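 note: enzyme fragment complementation signal reports receptor beta-arrestin coupling in cells; 0% = agonist plus DMSO wells and 100% = wells without agonist; some results beyond the cut were filed as inactive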
# ATG4B inhibitor – blocks human ATG4B protease cleavage of LC3 substrate; Q9Y4P1; ATG4B cleavage of LC3-PLA2, NBD-HPC fluorescence, 1 h; inhibition, % at 8.33 µM; 0.51% of 340,000 active; AID 504462; in the data active = inhibition above about 40%
# Target sequence (Q9Y4P1 whole entry, looked up): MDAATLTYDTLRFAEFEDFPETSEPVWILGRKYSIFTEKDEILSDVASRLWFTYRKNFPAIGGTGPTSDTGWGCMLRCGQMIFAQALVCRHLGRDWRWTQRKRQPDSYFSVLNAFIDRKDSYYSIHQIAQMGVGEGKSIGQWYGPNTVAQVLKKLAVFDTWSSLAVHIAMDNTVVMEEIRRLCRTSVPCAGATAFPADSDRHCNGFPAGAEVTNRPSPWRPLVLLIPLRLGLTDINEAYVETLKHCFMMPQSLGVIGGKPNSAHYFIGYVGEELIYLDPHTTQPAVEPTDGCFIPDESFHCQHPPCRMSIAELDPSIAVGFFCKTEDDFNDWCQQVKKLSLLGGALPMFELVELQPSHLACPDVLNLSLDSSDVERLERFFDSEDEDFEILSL
# UBC13 polyUb – human UBC13 polyubiquitination inhibition. P61088. UBC13 polyubiquitin chain formation, TR-FRET. inhibition, % at 20 µM. 0.47% of 330,000 active; in the data active = inhibition above about 45%, passing the limit was not always enough
# Target sequence (P61088 whole entry, looked up): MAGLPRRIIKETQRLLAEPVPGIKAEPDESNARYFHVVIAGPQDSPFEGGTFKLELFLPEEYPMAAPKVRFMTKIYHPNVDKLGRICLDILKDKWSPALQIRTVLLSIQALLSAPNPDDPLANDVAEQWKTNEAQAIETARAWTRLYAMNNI
# APJ antagonist – blocks the human apelin receptor APJ; 0.32% of 330,000 active; P35414; CHO-K1 APJ beta-arrestin complementation, luminescence; AID 2521; inhibition, % at 20 µM;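 active = inhibition above about 40% at 20 µM, limit read from the data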;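 note: cells challenged with 10 nM apelin-13 agonist together with compound; plate controls were apelin-13 plus DMSO wells for no effect and DMSO wells lacking apelin-13 for full effect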
# Target sequence (P35414 whole entry, looked up): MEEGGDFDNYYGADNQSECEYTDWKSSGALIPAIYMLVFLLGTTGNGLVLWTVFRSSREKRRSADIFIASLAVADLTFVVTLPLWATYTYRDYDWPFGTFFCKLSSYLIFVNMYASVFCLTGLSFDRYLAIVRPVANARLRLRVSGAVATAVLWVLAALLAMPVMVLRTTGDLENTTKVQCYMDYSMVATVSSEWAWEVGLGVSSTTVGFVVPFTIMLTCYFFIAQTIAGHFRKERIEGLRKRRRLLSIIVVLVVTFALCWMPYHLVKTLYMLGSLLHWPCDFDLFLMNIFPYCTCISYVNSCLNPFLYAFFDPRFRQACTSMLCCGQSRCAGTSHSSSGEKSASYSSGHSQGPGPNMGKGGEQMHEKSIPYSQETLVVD
# CCR6 antag – CCR6 (human) receptor antagonism. inhibition, % at 20 µM. P51684. 0.49% of 340,000 active. CHO-K1 CCR6 PathHunter beta-arrestin, luminescence, CCL20-stimulated;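 active = compounds whose inhibition of the agonist-driven luminescence signal at 20 µM reaches about 50%, limit read from the data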;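 note: cells stimulated with CCL20 at 14 nM final; plate controls were DMSO with CCL20 for no effect and DMSO without agonist for full effect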
# CXCR6 block – CXCR6 (human) receptor inhibition; O00574; CHO-K1 PathHunter CXCR6 beta-arrestin, luminescence; inhibition, % at 20 µM; 0.36% of 360,000 active; in the data active = inhibition above about 34%, passing the limit was not always enough;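 note: antagonist mode with CXCL16 agonist at 10 nM final; 0% = 10 nM CXCL16 with DMSO and 100% = unstimulated wells without agonist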
# APJ agonist – APJ receptor agonism. P35414. CHO-K1 APJ PathHunter beta-arrestin, luminescence; 0% DMSO wells, 100% apelin. activation, % at 20 µM. 0.11% of 330,000 active;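 active = activation more than six SD over the plate average, tested at 20 µM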;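 note: 0% = DMSO alone and 100% = apelin-13 at 10 nM; some results filed as inactive read as strong as hits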
#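 Assay system – PathHunter CHO-K1 APJ (AGTRL-1) beta-arrestin reporter cells · Compound – one dose, 20 µM compound, 1% DMSO · Timing – compound 90 min 25 °C, reagent 1 h · Measured by – luminescence from split beta-galactosidase complementation, Galacton Star/Emerald II substrate · Measure – beta-arrestin recruitment to APJ as agonist activity, luminescent signal · Benchmarks – DMSO vs Apelin-13 10 nM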
# Gli-Sufu antag – antagonists of Gli-Sufu signaling. Sufu-KO-LIGHT fibroblasts, Gli luciferase reporter luminescence. inhibition, % at 5 µM. 0.74% of 340,000 active;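 active = inhibition above about 55%, limit read from the data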;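 note: 0% = DMSO-treated cells and 100% = wells with medium but no cells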
# * = called active by the depositor; · = not tested or not shown.
compound,ATG4B inhibitor,UBC13 polyUb,CCR6 antag,APJ antagonist,EBI2 block,APJ agonist,CXCR6 block,Gli-Sufu antag
COc1cccc(-n2ccnc2SCC(=O)Nc2ccccc2)c1,-6,-2,2,-18,-5,-7,-3,3
CCCC(C)C(=O)Nc1nnc(CCc2ccccc2)s1 (configuration not stated),-3,5,8,6,-5,4,-11,-13
O=C(Nc1cccc(F)c1)c1ccc(Cn2cc([N+](=O)[O-])cn2)o1,5,6,6,10,-4,-1,-8,3
CCCS(=O)(=O)N1CCN(c2ccccc2F)CC1,-8,2,33,9,-4,3,-4,3
COCCCn1c(CCC(=O)O)ccc1-c1ccc(F)cc1,-1,-1,-22,8,3,-1,-1,2
CCN(C1CCCCC1)S(=O)(=O)c1ccc(S(=O)(=O)N(CC(=O)Nc2ccccc2)C2CC2)cc1,-2,7,20,18,17,-2,1,3
OCCNC(=S)c1ccccc1,-3,3,-4,-13,6,5,-4,3
CC1CN(C(=O)CN2C(=O)NC3(CCCC3)C2=O)C(=Nc2cccc(S(=O)(=O)N(C)C)c2)S1 (configuration not stated),-7,-1,9,12,1,4,-18,1
CCOc1ccccc1NC(=O)/C=C/c1ccc(S(=O)(=O)N2CCOCC2)cc1,-15,-5,22,4,-2,-4,3,-17
CC(C)c1ccc(NC(=O)C2CCCCC2C(=O)O)cc1 (configuration not stated),1,7,5,17,-1,-1,0,17
Cc1nnc2sc(COc3ccccc3)nn2c1=O,5,3,7,13,5,-3,1,·
CCCCn1c(=N)c(S(=O)(=O)c2ccc(Br)cc2)cc2c(=O)n3cccc(C)c3nc21,1,4,9,-6,12,-3,8,-11
N/C(CC(=O)Nc1cc(C(F)(F)F)ccc1Cl)=N\O,2,9,-1,5,4,-1,6,2
Nc1n[nH]c(N)c1N=Nc1ccccc1,-6,3,-14,-2,5,-3,-2,-4
CCCN(C(=O)c1ccc(S(=O)(=O)N2CCCC2)cc1)C1CCS(=O)(=O)C1 (configuration not stated),8,3,12,39,-15,-1,-4,6
COC(=O)c1ccc(Cn2nnc3c(=O)[nH]c(C4CCCN(S(=O)(=O)c5ccccc5)C4)nc32)cc1 (configuration not stated),-2,2,5,16,-8,4,-5,6
COc1ccc(C2Oc3ccccc3N2C(C)=O)cc1 (configuration not stated),-2,11,4,5,-3,-3,8,-5
CC1CN(C(=S)SCC(=O)c2ccc(Cl)cc2)CC(C)O1 (configuration not stated),5,10,13,-6,-10,-4,-12,-1
CC(=O)N1CCc2cc(S(=O)(=O)CCC(=O)NCCc3ccc(C)cc3)ccc21,4,-6,-1,4,-7,-4,-3,4
O=C(Nn1c(=O)[nH]c2ccccc2c1=O)c1ccco1,-4,3,0,20,-1,0,2,1
COc1ccc(OC)c(NC(=O)/C=C/c2ccccc2[N+](=O)[O-])c1,16,11,17,15,-17,-5,4,-3
Cc1cc(C(=O)CSc2nnc(CCC(N)=O)n2C)c(C)n1C1CC1,-12,-5,-2,8,0,7,-2,-6
O=C(N/N=C1/CCCc2ccccc21)C(c1ccccc1)c1ccccc1,1,0,7,0,2,-2,6,14
COc1ccc(S(=O)(=O)n2cnc(C)c2)cc1,-5,4,-10,13,-9,3,-5,-5
COc1ccc(CCNC(=O)c2ccc(S(=O)(=O)N(C)c3ccccc3)cc2)cc1OC,-2,-8,17,14,5,-3,10,3
COc1cccc(CNC(=O)CN2C(=O)COc3ccc(S(=O)(=O)N4CCCC4)cc32)c1,-1,3,2,10,-2,-3,-3,1
Cc1sc2ncnc(NCC3(N4CCOCC4)CCCCC3)c2c1C,0,8,6,5,-16,-4,1,23
COc1ccccc1C(=O)NC(CCSC)C(=O)NNC(=O)c1ccc(F)cc1 (configuration not stated),-6,-4,-3,8,-14,0,5,3
N#C/C(=C(/O)c1ccc(F)cc1)c1nc2ccccc2s1,-1,-3,0,13,-4,-2,-5,-16
CCN1CCN(c2ncc(C(=O)N3CCN(c4ccccc4OC)CC3)c3ccccc23)CC1,-13,·,3,·,-9,·,-8,19
O=C(COC(=O)COc1ccccc1)NCCc1ccccc1,-11,-3,-7,6,-3,7,8,-5
O=C(CCCCCn1c(=S)[nH]c2cc3c(cc2c1=O)OCO3)NCCc1ccccc1,2,4,14,12,5,-3,3,13
COc1cccc(CNC(=O)c2nnn(CC(=O)Nc3c(C)cccc3C)c2N)c1,3,6,-6,3,6,1,-5,-9
OC(COc1ccccc1)CN1CCOCC1 (configuration not stated),0,-8,0,14,1,3,0,-9
Cc1cc(NC(=O)c2cccc(Oc3ccccc3)c2)n[nH]1,2,-2,-1,-5,3,-3,-4,-66
O=S(=O)(NCc1ccco1)c1ccc2c(c1)Cc1ccccc1-2,-3,9,4,-11,0,-1,2,5
COc1ccc(CCC2CCNCC2)cc1,8,6,3,-12,-7,-4,-2,7
CCCCn1c(N)c(N(CCOC)C(=O)COC(=O)c2cc(CCC)c(C)s2)c(=O)[nH]c1=O,-2,-4,-9,-69,3,-1,-8,1
O=C(NCc1cccnc1)C(=O)Nc1ccc([N+](=O)[O-])cc1,-5,16,0,-5,-7,-1,7,4
COc1ccc(NS(=O)(=O)c2ccc3c(c2)n(C)c(=O)n3C)cc1,3,4,1,7,-13,-4,-2,-9
O=C(CCCCCNc1nc(=S)[nH]c2ccccc12)NCCc1ccc(Cl)cc1,-3,0,-3,7,24,-1,-2,4
N#Cc1cc2sc3nnc(-c4ccncc4)n3c2cc1C#N,-6,0,17,4,0,-1,4,5
COc1cccc(/C=N/NC(=S)Nc2cccc(C(=O)O)c2)c1O,5,4,19,9,-10,-5,6,-14
Cc1cc(C)cc(NC(=O)C(=O)NCC2CCCO2)c1 (configuration not stated),-11,-4,-3,14,-9,-3,-1,-15
CCCCn1c(N)c(N(CCOC)C(=O)CN(C)S(=O)(=O)c2ccc(C)cc2)c(=O)[nH]c1=O,-2,-2,14,13,-6,-2,-9,2
CCOC(=O)CSc1nc2ccccc2c(=O)n1CC,1,8,10,5,4,0,4,1
CCN(CC)c1nc(N2CCOCC2)nc2ccccc12,-3,4,15,4,-1,-2,7,2
COc1ccc(CNC(=O)CNC(c2ccccc2)c2ccccc2)cc1OC,-13,4,17,26,9,1,10,27
CCn1nc(NC(=O)c2ccncc2)c2cc3cc(C)ccc3nc21,-8,-15,-6,-12,6,0,1,-3
COc1ccccc1NC(=O)CSc1nnc(NC(=O)C2CC2)s1,-10,1,11,-14,-3,-2,1,9

# The results go on.
compound,ATG4B inhibitor,UBC13 polyUb,CCR6 antag,APJ antagonist,EBI2 block,APJ agonist,CXCR6 block,Gli-Sufu antag
CCCC(=O)Nc1nnc(Sc2ccc(N(C)C)cc2)s1,-10,7,10,7,2,1,-1,-2
Cc1ccc(S(=O)(=O)N2[C@@H](c3ccccc3)C(C(=O)O)=CC[C@H]2c2cccc(Cl)c2)cc1,-3,-24,19,-50,11,-4,10,4
COc1cccc(-c2nc(CS(=O)(=O)CC(=O)NCCc3ccc(OC)cc3OC)c(C)o2)c1,-8,12,6,-28,10,-1,6,·
COc1cc(C(=O)NCC(=O)OC(C)C(=O)Nc2ncc(Cl)cc2Cl)cc(OC)c1OC (configuration not stated),-2,-3,5,13,-1,-1,6,6
CCOC(=O)c1cc2c(c(CSc3nc4ccccc4c(=O)n3Cc3ccco3)c1)OCOC2,2,-5,17,-8,27,-2,10,-1
O=C(Nc1ccc(C(=O)O)cc1)/C(=C\c1ccc2c(c1)OCO2)NC(=O)c1ccco1,-1,-6,-3,7,5,-4,3,-7
CCCCn1c(N)c(N(CC)C(=O)c2ccc(C)cc2)c(=O)[nH]c1=O,3,-8,1,-22,3,2,0,-4
CCN(CC)CCn1c(NCc2ccco2)nc2ccccc21,-2,12,-8,8,2,-4,3,7
O=C(NNS(=O)(=O)c1ccccc1F)c1cccc(S(=O)(=O)N2CCOCC2)c1,0,5,-5,3,-2,-1,-8,0
CC(C)N(Cc1cnn(C)c1)Cc1nc(Cc2ccccc2Cl)no1,-2,3,-6,6,4,-3,-1,5
CC(=O)C(C(c1ccccc1)N1CCCc2ccccc21)N1CCOCC1 (configuration not stated),-8,·,18,·,24,·,4,9
CCc1nnc(NC(=O)CSc2nnc(-c3cccnc3)n2C)s1,-4,0,2,10,-17,3,-6,-7
O=C1N/C(=C/c2cccn2-c2ccccc2)C(=O)N1c1cccc(Cl)c1,3,-6,-5,-14,7,-1,1,33
CCCc1nnc(NC(=O)c2ccc(S(=O)(=O)N(C)c3ccccc3OC)cc2)s1,-2,-7,12,-52,11,-1,2,-1
O=C1/C(=C/c2ccc3c(c2)OCO3)Oc2cc(OCC(=O)N3CCC[C@H]3C(=O)O)ccc21,-15,-14,-14,13,-6,-2,6,-3
CCOC(=O)C1(C)/C(=N/Nc2ccc(S(N)(=O)=O)cc2)C(=O)C(=O)N1c1ccccc1 (configuration not stated),-9,-111,36,21,1,-6,23,0
O=C(CN1CCOCC1)Nc1ccccc1C(=O)Nc1ccccc1,-4,0,16,19,-1,-4,2,-18
CCc1ccc(NC(=O)C2CCCN2S(=O)(=O)c2ccc3c(c2)n(C)c(=O)c(=O)n3C)cc1 (configuration not stated),-3,-1,3,4,-10,-1,-8,-3
Cc1cccc(N2CCN(C(=O)CSc3ccc4c(c3)OCCO4)CC2)c1C,11,13,14,11,9,-1,4,-19
CCc1ccc2c(CN(C)Cc3ccccc3OC)cc(=O)oc2c1,-2,-4,10,18,2,-3,1,21
CCOc1cc(C=O)cc(N=Nc2cccc([N+](=O)[O-])c2)c1O,0,-66,24,25,9,-7,32,0
O=C(NC1CCOCC1)C1CCC(=O)N(CCc2cccc(F)c2)C1 (configuration not stated),-3,8,-1,-3,-7,-3,-4,-7
O=C(NC1CCCCC1)N1CCN(c2ccc([N+](=O)[O-])cc2)CC1,-7,-15,14,9,-3,6,-3,38
COC(=O)c1c(-c2ccc(C(C)(C)C)cc2)csc1NC(=O)C1C2CCC(O2)C1C(=O)O (configuration not stated),-15,24,5,11,2,-4,-4,-1
CCOC(=O)C1=C(O)/C(=C/c2cccc(OC)c2O)N=C1C,0,-75,21,12,4,-7,21,-9
Clc1nc(CN2CCOCC2)nc2sc3c(c12)CCC3,-8,-9,-11,-17,-20,1,-1,1
C#CCOCCOCCOCCNc1nc(N2CCN(C(=O)CCCCCCCCCCNC(=O)[C@@H](CCSC)n3cc(CCO)nn3)CC2)nc(N2CCN(C(=O)CCCCCCCCCCNC(=O)[C@H]([C@@H](C)CC)n3cc(CCCCN=C(N)N)nn3)CC2)n1,35,125*,-10,12,-6,13,6,7
Cc1cc(NC(=O)c2cccc(S(=O)(=O)N3CCCCC3)c2)no1,-1,-12,9,2,-2,-3,5,2
O=[N+]([O-])c1cccc(S(=O)(=O)NCC2CC3CCC2C3)c1 (configuration not stated),-6,1,1,5,-11,0,-6,1
COc1cc(OC)cc(C(=O)NC(C(=O)N2CCc3ccccc3C2)C(C)C)c1 (configuration not stated),6,-8,12,-2,-1,0,-4,-10
O=C(c1ccc(CSCc2ccccc2F)o1)N1CCN(c2ccc(N3CCOCC3)nn2)CC1,3,6,7,18,-7,-4,-2,8
COc1ccc(F)cc1S(=O)(=O)n1nc(C)cc1C,-3,4,6,-10,3,-2,-8,3

# Some entries already given, reduced to ATG4B inhibitor and APJ antagonist:
canonical_smiles,ATG4B inhibitor,APJ antagonist
CCCS(=O)(=O)N1CCN(c2ccccc2F)CC1,-8,9
CCN1CCN(c2ncc(C(=O)N3CCN(c4ccccc4OC)CC3)c3ccccc23)CC1,-13,·

# High-throughput results (PubChem BioAssay)
